Rev-erbA mod – modulators of Rev-erb alpha DNA binding, primary screen, biochemical, FITC-DNA, fluorescence polarization, uHTS. Rev-erbα–FITC-DNA binding, 90 min. activity, % at 10 µM. 370,000 tested, 0.79% active. AID 1259318, 2017;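 active = activity above about 14%, limit read from the data; passing the limit was not always enough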;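 also: 0% = DMSO wells with 35 nM protein and 100% = DMSO wells with 750 nM protein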
Target sequence (P20393 whole entry, looked up): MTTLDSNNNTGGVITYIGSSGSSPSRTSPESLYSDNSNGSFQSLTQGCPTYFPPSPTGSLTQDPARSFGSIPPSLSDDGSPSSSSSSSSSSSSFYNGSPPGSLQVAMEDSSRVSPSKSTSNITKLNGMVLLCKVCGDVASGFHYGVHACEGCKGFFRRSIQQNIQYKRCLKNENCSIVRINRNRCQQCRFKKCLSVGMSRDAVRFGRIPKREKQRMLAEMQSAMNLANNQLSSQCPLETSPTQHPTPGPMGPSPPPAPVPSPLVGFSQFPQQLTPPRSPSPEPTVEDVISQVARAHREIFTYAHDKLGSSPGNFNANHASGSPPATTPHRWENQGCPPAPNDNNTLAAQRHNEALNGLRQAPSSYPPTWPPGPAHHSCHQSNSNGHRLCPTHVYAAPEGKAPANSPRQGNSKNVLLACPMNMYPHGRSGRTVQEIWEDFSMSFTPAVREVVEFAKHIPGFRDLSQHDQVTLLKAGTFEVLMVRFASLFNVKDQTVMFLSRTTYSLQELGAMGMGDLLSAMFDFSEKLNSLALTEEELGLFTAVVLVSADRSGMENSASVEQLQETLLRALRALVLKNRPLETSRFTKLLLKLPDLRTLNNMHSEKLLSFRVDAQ
PG9 binder – binders of HIV-1 gp120 antibody PG9, primary screen, biochemical, TR-FRET. HIV-1 gp120 / PG9 antibody interaction. TR-FRET gp120-PG9 antibody binding. inhibition, % at 6.7 µM. 360,000 tested, 0.43% active. AID 624416, 2012; in the data active = inhibition above about 8.5%
rCAG RNA binder – binders of r(CAG) RNA repeats, primary screen, biochemical, fluorescence | 370,000 tested, 1.3% active | r(CAG) RNA repeat, TO-PRO-1 dye displacement fluorescence | inhibition, % at 3 µM;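 active = inhibition above the plate cutoff, the mean of all test compounds on that plate plus 3 SD, cut at about 35% in these data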;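 also: 0% = DMSO alone and 100% = 100 µM mitoxantrone as full dye displacement; higher means more dye released from RNA so lower well fluorescence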
GC-B act – human GC-B receptor activators, primary screen, HEK293 GC-B cells, cGMP TR-FRET, EC30 CNP; Atrial natriuretic peptide receptor 2 (Homo sapiens), P20594; 0% at EC30 CNP, 100% saturating CNP; activation, % at 10 µM; 370,000 tested, 0.11% active; AID 1920062, 2024;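 active = activation at 10 µM reaching about 35% in either raw or pattern-adjusted values, limit read from the data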
ASAP1 GAP inh – inhibitors of human ASAP1 ArfGAP activity, primary screen, biochemical, fluorescence polarization | 360,000 tested, 0.19% active | Arf-GAP with SH3 domain, ANK repeat and PH domain-containing protein 1 (Homo sapiens), … | ASAP1-stimulated ARF1 GTP hydrolysis, GDP FP detection | inhibition, % at 16.5 µM; in the data active = inhibition above about 25%;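 also: 0% = vehicle with enzyme and substrate and 100% = no enzyme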
GC-A act – GC-A stimulated cGMP production enhancers – HEK293 GC-A cells, cGMP TR-FRET, EC30 ANP, primary screen; Atrial natriuretic peptide receptor 1 (Homo sapiens), P16066; 0% at EC30 ANP, 100% saturating ANP; activation, % at 10 µM; 370,000 tested, 0.14% active; in the data active = activation above about 40%
HTRA1 inhibitor – HTRA1 serine protease inhibitors, primary screen, biochemical, fluorescence polarization, HTS; recombinant HTRA1, FP-rhodamine activity-based probe; inhibition, % at 5.96 µM; 340,000 tested, 0.5% active; AID 504803, 2011; in the data active = inhibition above about 36%;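 also: 0% = enzyme with DMSO and 100% = wells lacking enzyme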
ARFGAP1 inhibitor – inhibitors of rat ARFGAP1 GAP activity, primary screen, biochemical, fluorescence polarization, GDP tracer; ADP-ribosylation factor GTPase-activating protein 1 (Rattus norvegicus), Q62848; inhibition, % at 16.5 µM; 360,000 tested, 0.26% active; Arfgap1-stimulated ARF1 GTP hydrolysis, GDP FP detection;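 active = inhibition above a per-plate limit, mean inhibition of low control wells plus 3 SD, cut at about 25% in these data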;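 also: 0% = DMSO wells with enzyme and 100% = wells lacking Arfgap1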
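System: truncated rat Arfgap1 GAP domain / Benchmarks: high control wells lacking Arfgap1, low control full reaction with DMSO / Times: compound-enzyme preincubation 20 min, reaction 120 min, detection 60 min, 25 °C / Repeats: one replicate per compound / Also added: human ARF1(Δ1-17)-GTP substrate / Measured by: Tracer-displacement fluorescence polarization with EDTA stop, 620/688 nm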
mABHD4 FP – ABHD4 inhibitors, primary screen, biochemical, fluorescence polarization, mouse | purified mABHD4, FP-Rh probe fluorescence polarization | inhibition, % at 8.92 µM | 370,000 tested, 0.54% active | AID 720543, 2013;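 active = inhibition exceeding the mean over every tested compound plus 3 SD, cut at about 30% in these data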;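 also: 0% = plate median of compound wells and 100% = S159A mutant with DMSO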
Target sequence (Q8VD66 whole entry, looked up): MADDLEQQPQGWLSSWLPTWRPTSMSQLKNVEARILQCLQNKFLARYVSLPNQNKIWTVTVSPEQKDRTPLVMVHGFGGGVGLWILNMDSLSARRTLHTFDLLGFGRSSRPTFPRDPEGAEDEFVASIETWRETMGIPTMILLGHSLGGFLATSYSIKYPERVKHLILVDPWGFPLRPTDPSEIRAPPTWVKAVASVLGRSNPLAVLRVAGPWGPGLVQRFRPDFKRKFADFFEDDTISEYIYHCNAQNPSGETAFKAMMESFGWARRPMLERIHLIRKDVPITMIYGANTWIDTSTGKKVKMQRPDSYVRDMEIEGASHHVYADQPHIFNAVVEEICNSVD
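Test system: mouse ABHD4 enzyme, wild type. Reagent: FP-Rh fluorescent activity-based probe, added after compound pre-incubation. Timing: pre-incubation 45 min, probe exposure 60 min, at 25 °C. Technique: FP readout, ex 525 nm / em 598 nm. Benchmarks: high control S159A mutant with DMSO, low control median of compound wells.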
SMARCA2 activ – SMARCA2 (BRM) function activators, primary screen, cell-based, luminescence, high throughput | MG213 cells, MMTV-luciferase reporter, dexamethasone, overnight | AID 652017, 2013 | 370,000 tested, 1% active | activation, % at 9.1 µM; in the data active = activation above about 7.8%;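 also: 0% = vehicle wells and 100% = reference activator wells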
An asterisk follows results filed as active; x = not tested or not shown.

SMILES	Rev-erbA mod	PG9 binder	rCAG RNA binder	GC-B act	ASAP1 GAP inh	GC-A act	HTRA1 inhibitor	ARFGAP1 inhibitor	mABHD4 FP	SMARCA2 activ
CCN(CC)c1ccc(C2C(C(=O)Nc3ccccn3)=C(C)NC3=C2C(=O)CC(C)(C)C3)cc1 (stereo unspecified)	-5	-0.1	-5	-2	3	1	-6	2	-2	-3
CCOc1cc(/C=N/NC(=O)CN2CCCCC2)ccc1OCc1ccc(Cl)cc1	-3	0.8	0	0	6	-1	-4	1	8	-2
Cc1ccc(C(=O)c2c(NC(=O)c3ccncc3)sc3c2CCCC3)cc1	5	-0.8	7	-6	3	-1	3	5	-4	-3
COC(=O)c1ccc(C(=O)OC)c(NC(=O)CSc2ccccn2)c1	4	-0.8	-1	-2	5	0	-6	1	1	-1
CSc1cccc(CNC(=O)C2CCC(=O)N(CCCN3CCCC3=O)C2)c1 (stereo unspecified)	6	0.4	-1	0	9	-6	-1	-6	0	2
CN(c1ccccc1)S(=O)(=O)c1cc(C(=O)OCC(=O)c2c(N)n(C)c(=O)n(C)c2=O)ccc1Cl	-1	0.4	9	2	1	2	-24	2	-19	-2
N#Cc1ccc(OCC(=O)N[C@@H](Cc2ccccc2)c2nc3ccccc3[nH]2)cc1	2	-0.1	-2	-9	0	-18	x	-1	-7	-2
COc1ccccc1-c1ccccc1C1=CC(=O)CC(C)(C)C1=O	11	-0.7	4	5	7	-2	-2	-6	-2	0
COc1ccccc1NC(=S)NCCc1c[nH]c2ccccc12	4	-1.2	2	-3	7	-7	-1	4	0	1
Cc1cc(C)c(NS(=O)(=O)c2ccccc2)c(C)c1	2	3.2	1	-4	-1	-4	-2	-1	5	1
COC(=O)CN1C(=O)COc2ccc(Cl)cc21	0	2.0	4	-2	7	-4	-2	-10	-3	-1
O=S(=O)(c1cccs1)N1CCN(Cc2ccccc2)CC1	1	1.8	-6	6	2	-5	0	-2	-11	2
Cc1nc(CNC(=O)c2ccccc2OC2CCN(S(C)(=O)=O)CC2)cs1	-6	-1.1	-3	0	7	2	5	-1	3	1
Cc1cc(C(F)(F)F)nc(SCC(=O)NC2CC3CCC2C3)n1 (stereo unspecified)	-7	0.5	0	-4	6	4	-1	13	2	1
N#Cc1ccc(COC(=O)c2ccccn2)cc1	4	0.3	-2	-3	-2	0	x	15	2	-1
CCOC(=O)N1CCC(NC(=O)CCCN2C(=O)CSc3ncccc32)CC1	-3	-1.5	-1	2	-5	-1	2	9	-1	0
CC(C)=CCN1CCN(CC#Cc2ccccc2)CC1CCO (stereo unspecified)	5	0.8	-4	2	-4	-3	-1	-11	2	-1
Cc1cc(N2C(=O)CC(N3CCN(C(c4ccccc4)c4ccccc4)CC3)C2=O)no1 (stereo unspecified)	2	0.1	1	-10	2	0	-11	-7	3	-3
O=C(COc1ccc(Cl)cc1)N1CCCC1	4	-1.9	-4	-4	-2	0	-1	-2	-4	0
C/C(=N\NC(=O)C1CC1c1ccccc1)c1cccc([N+](=O)[O-])c1 (stereo unspecified)	-2	-0.7	3	-5	0	-5	-9	-6	-1	0

Quoted at random: two compounds from above.
SMILES	Rev-erbA mod	PG9 binder	rCAG RNA binder	GC-B act	ASAP1 GAP inh	GC-A act	HTRA1 inhibitor	ARFGAP1 inhibitor	mABHD4 FP	SMARCA2 activ
Cc1cc(C(F)(F)F)nc(SCC(=O)NC2CC3CCC2C3)n1 (stereo unspecified)	-7	0.5	0	-4	6	4	-1	13	2	1
COc1ccccc1NC(=S)NCCc1c[nH]c2ccccc12	4	-1.2	2	-3	7	-7	-1	4	0	1

The listing continues.
SMILES	Rev-erbA mod	PG9 binder	rCAG RNA binder	GC-B act	ASAP1 GAP inh	GC-A act	HTRA1 inhibitor	ARFGAP1 inhibitor	mABHD4 FP	SMARCA2 activ
O=S1(=O)[C@H]2C[C@H](CO)O[C@@]2(CO)CN1Cc1ccc(-c2cccc(Cl)c2)cc1	-3	-1.1	10	6	-5	0	-25	7	-13	-4
Cc1nn(CC2CC2)c(=O)n1-c1ccccc1F	-5	0.9	2	1	-10	-1	-10	-2	0	-3
CC(=O)Nc1ccc(-c2cn3cccnc3n2)cc1	-3	1.7	1	-4	9	7	-5	0	-1	5
CC1CCCCC1NC(=O)COC(=O)COc1ccccc1F (stereo unspecified)	-4	-0.1	0	-6	-2	-1	4	16	-3	0
CC(C)C[C@H]1CNC(=O)C(=O)N1C[C@H]1CCCN1C[C@H](CC(C)C)N1C[C@H](Cc2ccccc2)N(CCc2ccccc2)C(=O)C1=O	-4	0.2	2	3	5	4	x	-6	-2	-3
COc1ccccc1NS(=O)(=O)c1cc(NC(=O)c2cccs2)ccc1N1CCCC1	-5	-1.6	15	-8	7	6	-45	2	-35	7
O=C(c1ccc(Cl)cc1)N1CCc2c([nH]c3ccccc23)C1C(F)(F)F (stereo unspecified)	0	-0.8	-4	-1	0	0	-38	10	-18	-5
O=C(Cc1cccc2ccccc12)N1CCCc2ccccc21	4	0.6	-7	-5	4	-9	-22	-1	-8	-1
COc1cccc(N2C(=O)CN(Cc3cc(OC)c(OC)c(OC)c3)C2=S)c1	3	0.1	3	1	-11	-2	-2	0	-2	-2
O=C(Cc1ccsc1)NNC(=O)c1ccccc1O	1	-0.1	10	2	0	0	26	-13	22	-1

As entered above:
Result for Cc1nn(CC2CC2)c(=O)n1-c1ccccc1F under rCAG RNA binder: 2
Result for O=C(c1ccc(Cl)cc1)N1CCc2c([nH]c3ccccc23)C1C(F)(F)F (stereo unspecified) under ARFGAP1 inhibitor: 10

Entries of single compounds from above:
`Cc1ccc(C(=O)c2c(NC(=O)c3ccncc3)sc3c2CCCC3)cc1` in the list: Rev-erbA mod: 5; PG9 binder: -0.8; rCAG RNA binder: 7; GC-B act: -6; ASAP1 GAP inh: 3; GC-A act: -1; HTRA1 inhibitor: 3; ARFGAP1 inhibitor: 5; mABHD4 FP: -4; SMARCA2 activ: -3
`O=C(COc1ccc(Cl)cc1)N1CCCC1` in the list: Rev-erbA mod: 4; PG9 binder: -1.9; rCAG RNA binder: -4; GC-B act: -4; ASAP1 GAP inh: -2; GC-A act: 0; HTRA1 inhibitor: -1; ARFGAP1 inhibitor: -2; mABHD4 FP: -4; SMARCA2 activ: 0

The listing continues:
SMILES	Rev-erbA mod	PG9 binder	rCAG RNA binder	GC-B act	ASAP1 GAP inh	GC-A act	HTRA1 inhibitor	ARFGAP1 inhibitor	mABHD4 FP	SMARCA2 activ
O=C(/C=C/c1ccc(Cl)cc1Cl)N1CCc2ccccc21	-8	0.4	1	2	5	2	-3	5	4	8.7*
CCc1c(C(=O)NN2C(=O)C3CCCCC3C2=O)csc1C (stereo unspecified)	0	-3.1	-3	10	5	-2	-2	2	-8	-2
COc1ccc(NCC(O)Cn2c(C)c(C)c3ccccc32)cc1 (stereo unspecified)	2	-0.4	-2	-10	7	-6	13	0	8	1
Cc1ccnc(NC(=O)CCC(=O)c2cccs2)c1	-3	2.5	13	-5	0	-1	-3	12	13	-1
COc1ccc(CN2CC(C(=O)NCCC(C)C)CC2=O)cc1 (stereo unspecified)	0	1.4	-6	3	-10	-2	2	-7	-3	2
CCOC(=O)c1sc(NC(=O)C(CC)Sc2nccn2C)nc1C (stereo unspecified)	3	-1.0	-3	1	0	2	0	1	-3	0
Fc1ccc2nc(-c3ccc(CN4CCC(c5nc6ccccc6[nH]5)CC4)cc3)c(-c3ccccc3)nc2c1	-1	-2.2	12	-6	3	6	x	13	-4	2
Cc1cccc(C(=O)OCC(=O)N2CCCC2=O)c1[N+](=O)[O-]	6	1.4	-3	-3	-7	1	0	-11	-4	1
Cc1ccc(CNC(=O)C2CCC(=O)N(Cc3ccc(Cl)cc3)C2)cc1F (stereo unspecified)	4	-1.6	-8	0	-8	-2	-12	-11	-4	-2
CCc1ccccc1N(CC(=O)N1CCN(c2ccc(F)cc2)CC1)S(C)(=O)=O	-1	0.5	-10	-5	-8	-7	2	5	0	-4
CC(C)(C)C(=O)/C=C(\N)c1ccncc1	2	1.4	-5	2	-17	3	5	-6	6	-1
O=C(NC1CCCC1)C(c1ccco1)N(C(=O)c1ccco1)c1ccc(F)cc1 (stereo unspecified)	-1	-1.7	-2	-2	-6	-2	-9	3	-1	-2
COc1ccc2sc3ccccc3c(=O)c2c1	10	2.1	6	-7	-6	-1	-12	-1	0	2
COCNc1nc(OCC#N)nc(N(C)C)n1	2	-1.5	1	-2	1	-5	-1	6	-6	-3
N#Cc1ccc(-c2nc3ccc(Cl)cn3c2Cc2ccccc2)cc1	7	-0.3	21	1	1	5	x	-1	-10	-2
Cc1cc(NS(=O)(=O)c2ccc(NC(=S)NC(=O)c3cccc(S(=O)(=O)N(C)C)c3)cc2)no1	0	-2.3	34	-5	15	-1	-1	29*	1	-1
Cc1ccc(C)n1Cc1ccccc1Cl	-2	-0.7	3	3	-9	-1	-6	11	0	2
COC(=O)c1ccc2nc(-c3ccc(OC)c(OC)c3)c(Cc3ccc(C)cc3)n2c1	-1	-0.1	14	21	0	20	x	-16	-2	-2
Cc1cc(C)n2nc(S(=O)(=O)N(CC(C)C)CC(C)C)nc2n1	0	-1.4	-2	6	0	2	-7	1	0	-1
Cc1ccccc1NC(=O)CSc1nc(N)c(C#N)cc1C#N	-3	-0.9	4	-6	3	-5	1	3	-3	-4
Nc1nnnn1/N=C/c1ccccc1OCc1ccc(Cl)cc1	1	-1.5	11	-11	0	-10	-12	6	-3	0
COC(=O)[C@H]1C[C@@]2(C)c3ccccc3N(S(=O)(=O)c3ccccc3)[C@H]2N1C(=O)CNC1CCCCC1	-1	x	2	-3	x	1	x	x	2	-2

Source: PubChem BioAssay (several laboratories)
